Screens from PubChem BioAssay.
HT1080-NT tox = qHTS for induction of synthetic lethality in tumor cells producing 2HG: qHTS for the HT-1080-NT fibrosarcoma cell line; HT-1080-NT fibrosarcoma viability, CellTiter-Glo ATP luminescence, 48 h; actives 1.6% (n = 360,000); Potency, µM (top dose mostly 46.1 µM), for inactives: at the top dose activity, negative = less viability, hits mostly cytotoxic;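 further: NT is the 2HG producing partner of a matched IDH1 knockdown line; 0% = DMSO-treated cells and -100% = media-only wells without cells; nearly all actives have a fitted effect of over 55% in size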
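HT-1080-NT fibrosarcoma cells (2HG-overproducing), 750 cells/well in RPMI with 5% FBS, dosed after 2 h and incubated 48 h at 37C. CellTiter-Glo luminescence normalized to DMSO and no-cell wells; concentration-response curves fitted and classed.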
TDP43 rescue = qHTS of TDP-43 Inhibitors. TDP-43 expressing yeast growth rescue, BacTiter-Glo, 24 h. Potency, µM (doses to about 46.1 µM), without a hit: at the top dose growth rescue (activation), most hits filed as activators. actives 1.8% (n = 410,000). AID 652104, 2013; further: % of control where 0% means no effect; nearly all actives have a fitted effect of over 50% in size
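Yeast expressing TDP-43 (pregrown in raffinose, seeded at OD600=0.02 in galactose medium) exposed to compounds 24 hr at 30 deg C. Growth read by BacTiter-Glo luminescence; rescue of toxicity appears as increased signal.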
KB-V1 cytotox = qHTS assay for MDR1-selective chemotherapeutics: Primary screen using the drug-selected MDR subline cells KB-V1. KB-V1 MDR cells viability, CellTiter-Glo, 72 h. Potency, µM (doses to about 46.1 µM), inactives show at the top dose activity change, negative = cytotoxicity, most hits filed as cytotoxic. actives 3.4% (n = 400,000); further: on the % scale 0 is the no-effect control and ±100 the full control effect; nearly all actives have a fitted effect of over 60% in size
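Potencies derive from concentration-effect curves fitted to normalized luminescence (CellTiter-Glo) of KB-V1 cells treated for 72 h at 37 degrees C in phenol-red-free DMEM containing 10% FBS.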
SW480 rereplic = A quantitative high throughput screen for small molecules that induce DNA re-replication in SW480 colon adenocarcinoma cells; SW480 DNA re-replication, Hoechst DNA content imaging, 48 h; Potency, µM (titrated, usually from 46.1 µM), for the others: at the highest dose re-replication activation, hits mostly activators; actives 1.8% (n = 340,000); further: % of control where 0% means no effect; nearly all actives have a fitted effect of over 55% in size
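Treated cells incubate 48 hr (37 C, 5% CO2), are stained 40 min with Hoechst, and nuclear fluorescence is enumerated; a rise in nuclei with high DNA signal marks re-replication.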
GLP1R inv ag = qHTS of GLP-1 Receptor Inverse Agonists (Inhibition Mode) | Glucagon-like peptide 1 receptor (Homo sapiens), P43220 | HEK293 GLP-1R CRE-luciferase, luminescence, 24 h; GLP-1R form is constitutively active | Potency, µM (doses to about 38.3 µM), for the others: at the top dose activity change, negative = inhibition, most hits filed as inhibitors | actives 1.6% (n = 410,000) | AID 624417, 2012; further: on the % scale 0 is the no-effect control and ±100 the full control effect; nearly all actives have a fitted effect of over 55% in size
Target sequence (P43220 whole entry, looked up): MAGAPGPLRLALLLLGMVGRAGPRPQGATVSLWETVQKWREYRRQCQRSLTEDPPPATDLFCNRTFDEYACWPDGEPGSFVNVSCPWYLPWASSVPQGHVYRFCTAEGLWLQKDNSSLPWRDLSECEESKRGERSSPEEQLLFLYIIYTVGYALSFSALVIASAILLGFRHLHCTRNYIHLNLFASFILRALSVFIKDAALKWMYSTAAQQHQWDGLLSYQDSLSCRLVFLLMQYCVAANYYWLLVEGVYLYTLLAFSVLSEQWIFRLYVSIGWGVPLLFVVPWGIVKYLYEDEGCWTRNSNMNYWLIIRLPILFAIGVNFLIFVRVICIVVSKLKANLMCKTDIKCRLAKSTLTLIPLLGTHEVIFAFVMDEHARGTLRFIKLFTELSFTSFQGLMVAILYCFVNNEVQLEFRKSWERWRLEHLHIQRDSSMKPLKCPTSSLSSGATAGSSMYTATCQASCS
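Inverse agonism was detected as reduced cAMP-driven luciferase luminescence after 24 h compound treatment. The cells were HEK293 clones expressing constitutively active human GLP-1R with the reporter. Reporter-only and GPR119 cell lines served as counterscreen controls.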
HEK293 tox = qHTS of GLP-1 Receptor Inverse Agonists: Cytotox Screen | HEK293 cAMP-luciferase reporter cells, luminescence, 24 h | Potency, µM (titrated, usually from 38.3 µM), for inactives: at the highest dose activity change, negative = inhibition, actives largely listed as inhibitors | actives 0.13% (n = 410,000) | AID 624418, 2012;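 further: loss of luciferase light is scored as toxicity; on the % scale 0 is the no-effect control and ±100 the full control effect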
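Quantitative HTS format, 1536 wells, 200 cells/uL seeded. Compounds: 23 nL, 24 h, 37 °C. Detection: luciferase reagent, luminescence at 12 min RT; decreased signal taken as cytotoxic.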
HT1080 IDH1KD tx = qHTS for induction of synthetic lethality in tumor cells producing 2HG: qHTS for the HT-1080-IDH1KD cell line | HT-1080 IDH1 knockdown viability, ATP luminescence, 48 h | actives 2% (n = 360,000) | Potency, µM (series often up to 46.1 µM), without a hit: at the highest dose activity, negative = toxicity, actives largely listed as cytotoxic;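 further: 0% = DMSO wells and -100% = cell-free medium wells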
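In this qHTS, HT-1080 cells depleted of IDH1 are exposed for 48 h at 37 °C to compound titrations. Toxicity is scored from CellTiter-Glo luminescence, with DMSO as full viability and medium alone as none.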
KB-3-1 tox = qHTS assay for MDR1-selective chemotherapeutics: Primary screen using the parental adenocarcinoma cell KB-3-1; KB-3-1 viability, CellTiter-Glo ATP luminescence, 72 h; Potency, µM (highest dose often 46.1 µM), without a hit: top-dose activity change, negative = cytotoxic, actives largely listed as cytotoxic; actives 1.4% (n = 400,000); AID 1347075, 2019; further: on the % scale 0 is the no-effect control and ±100 the full control effect; nearly all actives have a fitted effect of over 60% in size
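Cytotoxicity measured as CellTiter-Glo luminescence after 72 h at 37 C. Compound titrations were pinned onto drug-naive KB-3-1 parental adenocarcinoma cells grown in DMEM with 10% FBS, and normalized data fitted to concentration-response curves.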
GLP1R ag = qHTS of GLP-1 Receptor Agonists; Glucagon-like peptide 1 receptor (Homo sapiens), P43220; HEK293 GLP-1R CRE-luciferase, luminescence, 4-6 h; cells express a hypersensitive GLP-1R form; Potency, µM (top dose mostly 45.6 µM), inactives show at the top dose activation, actives largely listed as activators; actives 0.007% (n = 380,000); AID 624172, 2012; further: % of control where 0% means no effect
An asterisk follows results filed as active; u = inconclusive; x = not tested or not shown; [ ] = another dose, or the depositor's remark. The call rests on the fitted dose curve; in most records, active means well fitted curve in the direction sought with a large enough effect; inconclusive means small, poorly fitted or top-dose-only effect, or another doubt; inactive means no such curve, though single readings can be large; an effect the other way counts as inactive or inconclusive. Potency means the concentration at half of the fitted maximal effect.

Results follow in this order: HT1080-NT tox | TDP43 rescue | KB-V1 cytotox | SW480 rereplic | GLP1R inv ag | HEK293 tox | HT1080 IDH1KD tx | KB-3-1 tox | GLP1R ag
> Cc1oc(-c2ccc(C(=O)NCc3ccccc3)cc2)nc1CN1CCc2ccccc21
    x | 25% | -19% | x | 10µM* | -6% | x | -28% | x
> Cc1ccc(S(=O)(=O)n2c3ccc(Cl)cc3c3nc(C)sc32)cc1
    -5% | 15% | -4% | -2% | 4% | 4% | -11% | u | u
> COCCCNC(=O)C1CCC(=O)N(c2ccc3c(c2)OCO3)C1c1ccc(OC)cc1 (stereo not given)
    9% | 0% | 0% | -3% | 4% | -5% | 6% | 8% | 3%
> O=C(CNC(=O)c1ccccc1Cl)NCCc1cccs1
    -3% | -1% | 0% | u | 14% | 18% | -6% | 10% | 2%
> Cc1ccccc1CSc1nc2c(sc3ccccc32)c(=O)n1CCCOC(C)C
    x | -12% | -8% | x | -1% | 1% | x | -11% | x
> O=C(Nc1ccc(Cl)c(Cl)c1)Oc1ccc(NC(=O)c2ccco2)cc1
    -19% | -34%[inhibitor] | -3% | -5% | u | -12% | -24% | -9% | -9%
> CCOC(=O)c1nc(Nc2ccc(N3CCC(C)CC3)cc2)c2ccccc2n1
    -21% | 21% | 0% | -18% | u | -26% | -19% | -6% | 17%
> Cc1ccc(C2Oc3ccccc3C3=C2C(c2cccs2)n2ncnc2N3)cc1 (stereo not given)
    21µM* | u | -7% | u | 0% | -1% | u | 9.2µM* | -1%
> COC(=O)c1ccc(C)c(NS(=O)(=O)c2ccc(OC)cc2)c1
    u | -14% | 1µM* | 0.26µM* | -57% | -31% | u | 0.73µM* | 15%
> CCCC(c1nnnn1CCC(C)C)N1CCC(C(N)=O)CC1 (stereo not given)
    3% | 13% | 16% | 0% | -6% | 9% | 8% | 0% | 4%
> COCCn1c(SCc2nc3ccccc3c(=O)[nH]2)nc2ccccc2c1=O
    u | 12%[9.22 µM] | u | -7% | 7% | -1% | u | 11% | -4%
> O=C(O)CCCCCn1c(SCC(=O)N2CCCC2)nc2ccsc2c1=O
    14% | -14% | 18% | -6% | 0% | -5% | -3% | -1% | -2%
> CC1=CC(C)(C)Nc2ccc(OS(=O)(=O)c3ccc(C)cc3)cc21
    0% | -9% | 15µM* | -6% | u | 3% | -18% | 3% | 7%
> Nc1ccn(CC(=O)NCCc2ccccn2)c(=O)n1
    13% | -2% | 43% | -4% | 7% | 3% | 2% | 21% | -2%
> O=C(NCCCN1CCOCC1)c1ccc(Cl)c(S(=O)(=O)N2CCCCCC2)c1
    -3% | -5% | u | 5% | -6% | -6% | -16% | -21% | 8%
> COc1ccccc1N(CC(O)COc1ccc(C)cc1)S(=O)(=O)c1ccccc1 (stereo not given)
    4% | 0% | u | -1% | 0% | -7% | -2% | -1% | 9%
> O=C(NCCNC(=O)c1cccnc1)c1ccc(Br)cc1
    17% | -3% | u | -2% | 12% | 1% | 7% | 13% | 3%
> COc1ccc(OC)c(C(O)CNC(=O)CN)c1 (stereo not given)
    -17% | 25% | 26% | u | 1% | 7% | 0% | 0% | -3%
> Cc1ccc(NC(=O)Cn2nc(C(F)(F)F)c3c2CCC3)cc1C
    x | 17% | -3% | x | u | -2% | x | -2% | -1%
> S=c1[nH]ncn1/N=C/c1ccco1
    -2% | 6% | 6% | x | 22% | -17% | 3% | 1% | -3%

The final four compounds of the part before come first, to join the parts:
Results follow in this order: HT1080-NT tox | TDP43 rescue | KB-V1 cytotox | SW480 rereplic | GLP1R inv ag | HEK293 tox | HT1080 IDH1KD tx | KB-3-1 tox | GLP1R ag
> O=C(NCCNC(=O)c1cccnc1)c1ccc(Br)cc1
    17% | -3% | u | -2% | 12% | 1% | 7% | 13% | 3%
> COc1ccc(OC)c(C(O)CNC(=O)CN)c1 (stereo not given)
    -17% | 25% | 26% | u | 1% | 7% | 0% | 0% | -3%
> Cc1ccc(NC(=O)Cn2nc(C(F)(F)F)c3c2CCC3)cc1C
    x | 17% | -3% | x | u | -2% | x | -2% | -1%
> S=c1[nH]ncn1/N=C/c1ccco1
    -2% | 6% | 6% | x | 22% | -17% | 3% | 1% | -3%
> NC(=O)c1cc(S(=O)(=O)NCc2cccs2)cs1
    u | 20% | 15% | -10% | 23% | 4% | 0% | 1% | -3%
> CC1(C)CC2(CC(C)(C)NC(=O)N2)NC(=O)N1
    3% | 12% | 20% | -4% | 0% | 1% | 8% | -1% | -3%
> O=C(COc1ccc(Cl)cc1)Nc1nnc(-c2ccco2)o1
    0% | 9% | 5% | -3% | 13% | 0% | 11% | 12% | -1%
> CCOC(=O)c1sc(NC(=O)c2ccc(Br)o2)cc1C
    0% | 9% | -13% | -5% | -21% | 3% | -24% | -23% | 1%
> O=C1CC(C(=O)Nc2ccccc2)N=C(N2CCCCC2)N1 (stereo not given)
    11% | -20% | -2% | -1% | 5% | 5% | -7% | 1% | -12%
> Cc1cc(-c2ccccc2)nc2cc(C(=O)Nc3ccc(Cl)c(Cl)c3)nn12
    x | 0% | -7% | x | 1% | -1% | x | -3% | x
> CC(=O)Nc1ccc(Sc2ccccc2C(=O)N2CCCC2)cn1
    8% | -4% | 0% | -5% | 11% | -12% | 0% | 25% | -7%
> Cc1cccc(CNC(=O)c2sc3ncnc(N(C)C4CCCCC4)c3c2C)c1
    x | 0%[9.22 µM] | -10% | x | u | -13% | x | 6% | x
> O=C(c1cccnc1)N1CCCC(Nc2ccc(F)cc2)C1 (stereo not given)
    13% | -9% | -3% | -7% | -8% | -11% | 1% | 17% | -4%
> Cc1[nH]c2c(C(=O)N3CCCC(CCC(=O)NCc4ccccc4F)C3)cccc2c1C (stereo not given)
    u | 6% | 16µM* | u | u | -16% | u | u | 8%
> CCOc1cc(C(=O)Nc2ccc(S(=O)(=O)Nc3onc(C)c3C)cc2)cc(OCC)c1OCC
    0% | 0% | 18% | 0% | -28% | 15% | -2% | 0% | -3%
> O=C(NCc1cccs1)C1CCCN(S(=O)(=O)c2cccs2)C1 (stereo not given)
    0% | 5% | -5% | -9% | 0% | 0% | -1% | 14% | 4%
> COc1ccc(NC(=O)C2CCN(S(=O)(=O)c3ccc4c(c3)CC(C)N4C(C)=O)CC2)cc1OC (stereo not given)
    2% | 20% | 8% | 9% | 2% | 6% | 13% | -1% | 0%
> CCc1ccc(NC(=S)N2CCN(C)CC2)cc1
    2% | -2% | 21% | -4% | 2% | -10% | 1% | 0% | 1%
> CCOc1cc(C2C(C(=O)c3ccccc3)=C(C(=O)OC)Nc3nnnn32)ccc1O (stereo not given)
    10% | 10% | 8% | -22% | -1% | -15% | 12% | 13% | -5%
> NS(=O)(=O)c1ccc(CCNC(=O)COC(=O)CCN2C(=O)C3CC=CCC3C2=O)cc1 (stereo not given)
    0% | 4% | 7% | -3% | 4% | 6% | -5% | -8% | 0%
> C/C(CC(=O)Nc1ccccn1)=N\NC(=O)c1cccc(C)c1
    -2% | -2% | -9% | 0% | -12% | -5% | 0% | -1% | 1%
> Cc1ccc(C(=O)c2oc3ccc(Cl)cc3c2NC(=O)CN2CCN(C)CC2)cc1
    13% | 1% | -5% | u | u | u | 5% | 1% | 4%
> CC(C)(C)OC(=O)[C@H](Cc1ccccc1)NC(=O)c1ncn2c1c(=O)[nH]c1ccc(Br)cc12
    12% | 4% | u | x | 15% | -24% | 7% | -5% | -1%
> Cc1nc(Nc2ccc3c(c2)OCCO3)c2c(C)c(C)sc2n1
    -7% | 11µM* | u | 0% | 2% | 11% | -5% | -5% | 27%
> CC(=O)Nc1c2c(nn1-c1ccc(C)cc1)CS(=O)(=O)C2
    14% | 3% | 26% | -15% | 8% | -2% | 15% | 8% | -1%
> COC(=O)c1ccc(S(=O)(=O)N2CCN(CCO)CC2)n1C
    15% | 0% | 1% | 2% | 20% | 15% | 5% | 1% | 2%
> COc1ccc(CC(=O)NC(=S)Nc2cccc(CO)c2)cc1
    3% | 14% | -7% | -4% | -5% | -22% | 6% | -1% | 17%
> Cc1ccc[n+](-c2nc([O-])sc2C=O)c1
    5% | -11% | 13% | -3% | 26% | -2% | 21% | 14% | 6%
> COC(=O)Cc1ccc(NC(=O)c2cccs2)cc1
    4% | -16% | -1% | -7% | 28% | -10% | 0% | -2% | 0%
> COc1ccccc1C(=O)Nc1ccc(S(=O)(=O)Nc2onc(C)c2C)cc1
    10% | 12% | 0% | 0% | 14% | 7% | 10% | 1% | -3%
> COCCn1c(COc2cccc(OC)c2)nnc1SCC(=O)NC1CCCCC1
    17% | -27% | -4% | 2% | -16% | -7% | -1% | -1% | 9%
> O=c1[nH]c(CN2CCN(c3ccccc3)CC2)nc2ccccc12
    1% | 5% | 7% | -8% | 1% | 19% | -12% | -3% | -3%
> OCC1CCCN(Cc2cn(Cc3ccccc3)nc2-c2cc3ccccc3o2)C1 (stereo not given)
    -15% | x | u | -8% | u | -10% | -24% | -4% | 19%
> Cc1cc(Br)ccc1NC(=O)CNC(=O)CNc1cccc([N+](=O)[O-])c1
    -10% | -5% | -10% | 0% | u | -9% | -17% | -14% | -3%
> COc1ccccc1-c1cccc([C@@H]2C[C@H]3[C@H](CON3C)CN2S(=O)(=O)c2ccccc2C)c1
    0% | u | 0% | -4% | -36% | 2% | 1% | 0% | 10%
> COc1cc(-c2nc3ccc(C)cn3c2Nc2ccc3c(c2)OCCO3)ccc1O
    u | 22% | -9% | 8% | -20% | -7% | u | 4% | 21%
